Screening results from PubChem.
STAT3 inh = inhibitors of IL-6 induced STAT3 signaling; U3A cells, IL-6 STAT3-luciferase reporter, luminescence; host cell line lacks STAT1; inhibition, % at 5.5 µM; 190,000 compounds, 0.89% hits;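 active = inhibition above the mean inhibition across all screened compounds plus 3 SD, cut at about 44% in these data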;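 also: 0% = DMSO only wells and 100% = 100 µM nifuroxazide control wells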
STAT1 inh = reduces IFN-gamma driven STAT1 reporter signal; NIH 3T3 STAT1-luciferase reporter, luminescence; inhibition, % at 5.5 µM; 200,000 compounds, 0.35% hits; AID 920;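 active = inhibition above a set limit, the mean inhibition across all tested compounds plus 3 SD, cut at about 34% in these data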;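 also: 0% = IFN-gamma with DMSO and 100% = IFN-gamma with 300 µM nifuroxazide; values of inactives mirror those of a sister screen read the other way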
STAT3 activator = activators of IL-6 induced STAT3 signaling; U3A cells, IL-6 STAT3-luciferase reporter, luminescence; 100% = signal with IL-6 EC80 alone; activation (% of control), % at 5.6 µM; 190,000 compounds, 0.91% hits;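 active = activation above the screen-wide mean of compound activation plus 3 SD, cut at about 130% in these data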;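 also: 0% = background luminescence of wells with medium and substrate only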
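Material: human U3A cells carrying STAT3-luciferase construct. Measured by: reporter luminescence signal. Timing: compound 1 h, then IL-6 6 h at 37 °C.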
SRC2 TRFRET art = TR-FRET artefact, counter-screen to PPARgamma/SRC-2 agonist assay; 200,000 compounds, 0.4% hits; stronger effect = higher value; TR-FRET ratio at 8 µM; in the data active = TR-FRET ratio above about 2000; also: inactives centre near 1500
PPARg SRC-1 ag = promotes SRC-1 coactivator recruitment by human PPARgamma | PPARgamma-SRC-1 coactivator recruitment biochemical assay | activation, % at 8 µM | 200,000 compounds, 0.41% hits | AID 631; in the data active = activation above about 19%;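 also: 0% = DMSO and 100% = reference agonist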
Target sequence (P37231 whole entry, looked up): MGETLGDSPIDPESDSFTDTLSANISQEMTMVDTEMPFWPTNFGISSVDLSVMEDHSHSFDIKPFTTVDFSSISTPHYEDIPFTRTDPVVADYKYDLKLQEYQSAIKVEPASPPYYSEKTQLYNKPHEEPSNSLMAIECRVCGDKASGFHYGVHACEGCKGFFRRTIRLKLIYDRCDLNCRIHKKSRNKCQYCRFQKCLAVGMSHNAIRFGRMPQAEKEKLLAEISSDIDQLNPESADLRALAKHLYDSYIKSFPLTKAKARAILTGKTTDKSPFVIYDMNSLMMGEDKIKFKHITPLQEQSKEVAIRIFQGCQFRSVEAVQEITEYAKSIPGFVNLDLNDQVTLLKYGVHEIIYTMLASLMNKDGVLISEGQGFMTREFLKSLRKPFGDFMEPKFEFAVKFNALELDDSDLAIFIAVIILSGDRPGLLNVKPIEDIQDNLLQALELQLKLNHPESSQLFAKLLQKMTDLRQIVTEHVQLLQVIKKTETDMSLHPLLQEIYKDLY
ROMK primary = modulates human ROMK potassium channel activity; P48048; Tet-inducible ROMK, thallium flux fluorescence; actives lie on both sides; B-score at 10 µM; 130,000 compounds, 2% hits; AID 1918;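 active = signal ratio slope over the read window, or its plate-corrected B-score, at least 3 SD from the plate mean, either direction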;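 also: B-score of the F/F0 ratio slope over 7 to 12 s after thallium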
PPARg SRC-3 ag = agonists of human PPARgamma SRC-3 coactivator recruitment. biochemical PPARgamma/SRC-3 coactivator recruitment assay. 200,000 compounds, 0.26% hits. activation, % at 8 µM. P37231; in the data active = activation above about 23%;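 also: 0% = DMSO and 100% = reference agonist; some compounds past the cut are filed as inactive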
bIAP activator = intestinal alkaline phosphatase (bovine) activation. purified bovine IAP, CDP-star luminescence, 30 min; stronger effect = higher value; fold of DMSO-control signal, blank-subtracted. activation factor at 20 µM. 200,000 compounds, 0.17% hits;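 active = activation factor of 2 or more at 20 µM, a signal rise over negative controls twice the positive control's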
bIAP inh = intestinal alkaline phosphatase (bovine) inhibition; AID 1019; inhibition, % at 20 µM; 190,000 tested, under 10 active; purified bovine IAP, CDP-star luminescence, 30 min;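 active = over 50% inhibition of intestinal alkaline phosphatase at 20 µM in the single-dose screen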
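Assay system – bovine IAP enzyme · Quantity – bovine IAP at 1/65,000,000 final dilution · Detection – CDP-star luminescence signal · Times – 30 min reaction at room temperature · Also added – CDP-star substrate at 30 µM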
PPARg SRC2 recr = promotes SRC-2 coactivator recruitment by human PPARgamma; activation, % at 8 µM; 200,000 compounds, 0.34% hits; PPARgamma LBD-SRC-2 recruitment, biochemical; P37231; in the data active = activation above about 22%;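 also: 0% = vehicle and 100% = reference agonist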
TNAP act hi DEA = TNAP (human) activation, high acceptor; P05186; purified TNAP, CDP-star luminescence, 1 M DEA, 30 min; stronger effect = higher value; 0 = EDTA background, 1 = DMSO-only activity; activation factor at 20 µM; 200,000 tested, under 10 active;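 active = activation factor at least 2 at 20 µM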
Target sequence (P05186 whole entry, looked up): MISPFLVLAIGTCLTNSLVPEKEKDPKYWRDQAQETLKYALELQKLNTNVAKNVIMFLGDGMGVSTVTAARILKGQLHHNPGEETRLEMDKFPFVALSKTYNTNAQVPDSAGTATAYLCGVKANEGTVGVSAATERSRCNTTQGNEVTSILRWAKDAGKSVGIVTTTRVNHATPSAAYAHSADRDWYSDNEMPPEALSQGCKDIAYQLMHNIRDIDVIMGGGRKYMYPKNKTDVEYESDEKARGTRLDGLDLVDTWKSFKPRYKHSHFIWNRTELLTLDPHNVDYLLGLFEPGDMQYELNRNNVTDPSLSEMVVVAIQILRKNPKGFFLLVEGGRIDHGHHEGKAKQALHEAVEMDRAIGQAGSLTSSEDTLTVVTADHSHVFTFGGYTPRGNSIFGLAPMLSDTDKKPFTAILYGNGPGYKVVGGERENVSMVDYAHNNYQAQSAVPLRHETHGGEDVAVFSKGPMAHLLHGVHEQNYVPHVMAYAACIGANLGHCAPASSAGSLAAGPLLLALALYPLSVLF
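Assay system: human TNAP; Input: enzyme diluted 1/800 final; Reagent: CDP-star luminogenic substrate at 100 µM final; Timing: 30 min, room temperature; Signal: luminescence; Evaluation: TNAP activation factor scaled between EDTA and DMSO control wells.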
Active calls of the source: *; · = not tested or not shown.

SMILES | STAT3 inh | STAT1 inh | STAT3 activator | SRC2 TRFRET art | PPARg SRC-1 ag | ROMK primary | PPARg SRC-3 ag | bIAP activator | bIAP inh | PPARg SRC2 recr | TNAP act hi DEA
Cc1nnc(SCCC(=O)Nc2nc(-c3ccccc3)ns2)s1 | -15 | 12 | 116 | 1564 | 6 | -2 | -7 | 1 | -5 | 15 | 1.1
COc1ccc2c(c1)c(=O)oc1cc(OCC(=O)NC3CC3)ccc12 | 14 | 5 | 90 | 1653 | 12 | · | 2 | 0.9 | 11 | 9 | 1.1
Cc1ccc(OCCN2CCN(C(=O)CCC(=O)Nc3nnc(C(C)C)s3)CC2)cc1 | 50* | 9 | 62 | 1562 | 2 | -0.39 | 0 | 1.1 | -8 | 3 | 1
CCOc1ccccc1C1CC(c2cccc(NS(C)(=O)=O)c2)=NN1C(=O)c1ccccc1 (centres undefined) | 1 | 13 | 97 | 1568 | 6 | 0.44 | 0 | 0.9 | 10 | 6 | 1
CN(c1ccc(OCC(=O)OCC(=O)Nc2c(F)c(F)c(F)c(F)c2F)cc1)S(=O)(=O)c1ccc(F)cc1 | 7 | 12 | 96 | 1480 | 4 | · | 7 | 0.9 | 10 | 4 | 1
COc1ccccc1N1CCN(C(=O)c2ccc3nc[nH]c3c2)CC1 | 0 | 0 | 98 | 1663 | -3 | 0.62 | -3 | 1 | 0 | 12 | 1
COc1ccccc1NS(=O)(=O)c1cc(NC(=O)Nc2cccc(C)c2)ccc1N1CCCCC1 | -22 | -3 | 121 | 1536 | 4 | 1.5 | 1 | 0.9 | 8 | -6 | 1.1
O=C(NC1CCCCC1)C(c1ccc(O)c(O)c1)N(C(=O)Cn1nnc2ccccc21)c1cccc(O)c1 (centres undefined) | -3 | -5 | 108 | 1625 | 0 | 0.61 | 2 | 1.1 | -11 | 0 | 1
Cc1cc(Cl)ccc1Oc1ccccc1C(=O)CC#N | 4 | 9 | 100 | 1481 | -3 | -0.71 | 1 | 0.8 | 19 | 9 | 1
c1ccc2c(C3=NNC(=NC4CC4)SC3)c[nH]c2c1 | -11 | -26 | 109 | 1420 | -8 | -0.2 | -5 | 0.9 | 11 | 3 | 1
CS(=O)(=O)n1nc(-c2cccnc2)nc1NCc1ccccc1 | 8 | -2 | 97 | 1550 | 9 | 0.26 | -2 | 1 | 0 | 2 | 1
CCN1C(=O)CSc2ccc(C(=O)NCc3ccco3)cc21 | 7 | -4 | 96 | 1556 | 1 | -0.0089 | 13 | 0.9 | 8 | 4 | 1.1
[O-]/C(=C(\C(=S)NCCN1CCOCC1)[n+]1ccccc1)c1ccc(Cl)s1 | 6 | 3 | 101 | 1622 | -4 | -0.72 | -1 | 1.1 | -11 | -2 | 1
CC(C(=O)N1CCOCC1)N1C(=O)c2ccccc2C1=O (centres undefined) | 2 | 0 | 101 | 1539 | -6 | 0.68 | 3 | 1 | 0 | -5 | 1.1
Cc1ccc(NC2=CC(=O)CC(c3ccc(Cl)cc3)C2)cc1 (centres undefined) | 6 | 2 | 100 | 1498 | 3 | · | 4 | 1.1 | -10 | 3 | 1

Copied from above, 4 compounds:
SMILES | STAT3 inh | STAT1 inh | STAT3 activator | SRC2 TRFRET art | PPARg SRC-1 ag | ROMK primary | PPARg SRC-3 ag | bIAP activator | bIAP inh | PPARg SRC2 recr | TNAP act hi DEA
COc1ccccc1N1CCN(C(=O)c2ccc3nc[nH]c3c2)CC1 | 0 | 0 | 98 | 1663 | -3 | 0.62 | -3 | 1 | 0 | 12 | 1
COc1ccccc1NS(=O)(=O)c1cc(NC(=O)Nc2cccc(C)c2)ccc1N1CCCCC1 | -22 | -3 | 121 | 1536 | 4 | 1.5 | 1 | 0.9 | 8 | -6 | 1.1
O=C(NC1CCCCC1)C(c1ccc(O)c(O)c1)N(C(=O)Cn1nnc2ccccc21)c1cccc(O)c1 (centres undefined) | -3 | -5 | 108 | 1625 | 0 | 0.61 | 2 | 1.1 | -11 | 0 | 1
Cc1cc(Cl)ccc1Oc1ccccc1C(=O)CC#N | 4 | 9 | 100 | 1481 | -3 | -0.71 | 1 | 0.8 | 19 | 9 | 1

(continued)
SMILES | STAT3 inh | STAT1 inh | STAT3 activator | SRC2 TRFRET art | PPARg SRC-1 ag | ROMK primary | PPARg SRC-3 ag | bIAP activator | bIAP inh | PPARg SRC2 recr | TNAP act hi DEA
CCOc1ccc(N(CC(=O)N/N=C/c2cc(Br)c(C)o2)S(C)(=O)=O)cc1 | 0 | -9 | 102 | 1626 | -2 | · | -1 | 1 | 3 | -4 | 1
Cc1ccc2[nH]c3c(c2c1)CN(C(=O)CN1CCN(c2cccc(C)c2C)CC1)CC3 | -3 | -7 | 104 | 1446 | 9 | · | 5 | 1.1 | -14 | 5 | 1
Cc1nc2ccccc2n1C1CCN(CC(=O)NCc2ccc(F)cc2)CC1 | 6 | -7 | 95 | 1654 | -2 | · | 0 | 1.1 | -8 | 6 | 1.1
CNc1nc(-c2ccc3c(c2)CCN3C(=O)CC(C)(C)C)c(C)s1 | -12 | -30 | 112 | 1740 | 2 | · | 5 | 1.3 | -26 | 1 | 1.1
CC1(C)C(=O)OC(/C=C\c2ccccc2)C(C)(C)C1=O (centres undefined) | 5 | -2 | 99 | 1511 | 0 | 0.096 | 0 | 1 | 4 | -2 | 1.1
Cn1cc(CN2CCCC(C(=O)c3cccs3)C2)c(-c2cccc(Cl)c2)n1 (centres undefined) | 10 | 0 | 95 | 1423 | 3 | -2 | 3 | 0.9 | 10 | -5 | 1.1
CCOC(=O)N1CCC(NC(=O)c2cnn3cccnc23)CC1 | 1 | -5 | 103 | 1455 | -2 | · | 8 | 1 | -2 | -2 | 1
CSc1ccccc1C(=O)NCCCOC(C)C | 3 | -6 | 98 | 1407 | 0 | 0.02 | 3 | 1 | 2 | -2 | 1.1
O=C(CCc1ccccc1)Nc1ccc2ccccc2n1 | 0 | -56 | 104 | 1568 | 3 | 0.46 | -2 | 1 | -4 | -2 | 1
COc1ccc(N(CC(=O)Nc2ccc3c(c2)OCO3)S(=O)(=O)c2c(C)nn(C)c2C)cc1 | 12 | 7 | 95 | 1528 | -4 | · | 6 | 1 | -3 | 3 | 1
O=C(O)CCNC(=O)C12CC3CC(CC(C3)C1)C2 | -3 | 5 | 103 | 1753 | 6 | -0.035 | 5 | 1.1 | -9 | -2 | 1
NC(=O)COC(=O)CCSc1ccc(Cl)cc1 | 12 | 0 | 97 | 1682 | 0 | -0.39 | 8 | 1 | -4 | 6 | 1
O=c1[nH]c2cc3c(cc2cc1C(c1nnnn1Cc1ccccc1)N1CCCc2ccccc21)OCO3 (centres undefined) | -8 | -5 | 109 | 1621 | 8 | 1.1 | 15 | 1 | -2 | 11 | 1
Cc1cccc(C)c1NC(=O)C1(N(Cc2ccco2)C(=O)CC2NC(=O)NC2=O)CCCCC1 (centres undefined) | 15 | 11 | 93 | 1433 | 3 | · | -2 | 1.2 | -20 | 2 | 1.1
O=C/C(=C\Nc1ccc(Cl)cn1)c1nc2ccccc2o1 | -40 | 12 | 137* | 1546 | -6 | 0.17 | -9 | 1.1 | -5 | 2 | 1
CC1CCCc2sc3nc(NCc4ccco4)n4ncnc4c3c21 (centres undefined) | 4 | -10 | 100 | 1532 | -1 | · | 3 | 1 | 5 | 2 | 1
COCCCNC(=O)COc1ccc(Br)cc1Cl | -2 | -44 | 104 | 1604 | -5 | 0.089 | 1 | 0.9 | 11 | -10 | 1
O=C(N1CCCCCC1)N1CCN(S(=O)(=O)N2CCOCC2)CC1 | -1 | 2 | 103 | 1482 | -3 | -0.11 | 0 | 0.9 | 8 | 2 | 1
COc1ccc(CCNC(=O)c2ccc3c(c2)OCCO3)cc1 | 0 | -28 | 103 | 1509 | -6 | 0.0096 | 2 | 0.9 | 11 | 1 | 1.1
CCC(=O)N1C(=O)CCN(C(C)=O)c2ccccc21 | -1 | 12 | 104 | 1486 | 5 | · | -9 | 1.2 | -21 | -6 | 1
CC(C)C(NC(=O)c1ccccc1)C(=O)NCc1ccccn1 (centres undefined) | 0 | 2 | 101 | 1583 | 4 | 0.49 | -18 | 1 | 4 | -3 | 1
CCN1CCN(CC(=O)N2N=C(c3cccs3)CC2c2ccc(OC)c(OC)c2)C(=O)C1=O (centres undefined) | 10 | -1 | 100 | 1524 | 7 | 0.63 | 3 | 1.1 | -14 | -1 | 1
COc1ccccc1CNC(=O)C1COc2ccccc2O1 (centres undefined) | 10 | -14 | 98 | 1471 | -2 | · | -5 | 0.8 | 22 | -9 | 1
CC(=O)Nc1ccc(C(=O)CS(=O)(=O)c2ccc(C)cc2)cc1 | -1 | 0 | 103 | 1577 | 2 | 0.7 | 4 | 0.9 | 13 | 8 | 1
COc1ccc(OC)c(NC(=O)CCN2CC(C)OC(C)C2)c1 (centres undefined) | 4 | -4 | 101 | 1465 | 7 | · | 15 | 0.9 | 7 | 4 | 1.1
C=CCSC1=Nc2cc(OC)c(OC)cc2C2=NC(=O)CN12 | 14 | 1 | 90 | 1797 | 21* | -0.54 | 10 | 1.1 | -5 | 15 | 1.1
O=C(O)c1csc(N/N=C/c2ccc(Br)cc2)n1 | 0 | -7 | 101 | 1573 | 5 | 1.4 | 6 | 1.6 | -55 | 1 | 1
COc1cc(C(=O)Nc2ccc(Cl)c([N+](=O)[O-])c2)cc(OC)c1OC | 15 | 8 | 91 | 1574 | 0 | 1.8 | 2 | 1 | 0 | 3 | 1.1
CSc1ccccc1NC(=O)CN(C)CC(=O)Nc1c(F)cccc1F | 3 | -1 | 99 | 1494 | -2 | 1.8 | 3 | 0.9 | 14 | 7 | 1
COc1cc(COc2ccc3c(C)c(Cc4ccccc4)c(=O)oc3c2)cc(OC)c1OC | 11 | 5 | 98 | 1657 | 8 | · | 13 | 1 | 3 | -3 | 1
O=S(=O)(O)C1CCNCC1 | 6 | 3 | 97 | 1800 | 11 | · | 0 | 0.3 | · | 4 | 1
NS(=O)(=O)c1cccn1-c1ncc(C(F)(F)F)cc1Cl | -3 | -3 | 104 | 1640 | 6 | · | 8 | 1 | 3 | 6 | 1
COc1ccc(NC(=O)NN2CCOCC2)cc1OC | 6 | 1 | 96 | 1490 | -3 | 0.062 | -5 | 1 | 0 | -5 | 1
CCCCCCCCCCCCCCCC[n+]1ccc(C(N)=O)cc1 | 6 | 2 | 96 | 1690 | 1 | -0.44 | 3 | 1.1 | -7 | 10 | 1
Cc1ccccc1C(=O)Nc1cc(S(=O)(=O)N2CCCCC2)ccc1N1CCN(C)CC1 | -9 | -5 | 112 | 1513 | -7 | -0.9 | -1 | 0.9 | 12 | -8 | 1
O=C(Nc1cccnc1)c1ccccc1-c1nc(-c2ccccc2F)no1 | 6 | -4 | 99 | 1505 | -4 | -0.24 | 2 | 0.9 | 9 | 8 | 1.1
Cn1c(C2CCCN2C(=O)OC(C)(C)C)n[nH]c1=S (centres undefined) | 13 | 2 | 92 | 1487 | 0 | 0.79 | 2 | 1 | 3 | -5 | 1
CCOc1ccc(NC(=O)c2cccc3c2C(=O)N(CCOC)C3)cc1 | 16 | -11 | 88 | 1501 | -3 | · | 1 | 0.9 | 11 | 3 | 1
CCOCCCNCc1ccc(Cl)cc1 | -3 | -8 | 105 | 1472 | 1 | · | -8 | 1 | -4 | 3 | 1
